Compound activity: PubChem BioAssay, several laboratories
RBBP9 inhibitor: human RBBP9 hydrolase inhibition | O75884 | recombinant RBBP9, FP-Rh probe fluorescence polarization | inhibition, % at 7.94 µM | 220,000 tested, 0.2% active;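 active = inhibition above the campaign mean of all tested compounds plus 3 SD, cut at about 14% in these data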;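 note: plate controls were DMSO wells with RBBP9 for no effect and wells lacking RBBP9 protein for full effect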
Target sequence (O75884 whole entry, looked up): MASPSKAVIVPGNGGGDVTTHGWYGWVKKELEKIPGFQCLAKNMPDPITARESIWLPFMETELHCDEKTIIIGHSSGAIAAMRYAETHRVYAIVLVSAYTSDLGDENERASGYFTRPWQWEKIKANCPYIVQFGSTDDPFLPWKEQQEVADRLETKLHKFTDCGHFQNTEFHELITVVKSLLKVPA
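Test system: recombinant human RBBP9; Timing: 30 min then 45 min, 25 °C; Detection: fluorescence polarization; Control set: RBBP9 with DMSO as uninhibited control, no-protein wells as full inhibition; Compound dosing: one concentration, 7.94 µM nominal, 0.794% DMSO; Probe or stimulus: FP-Rh activity-based probe, 375 nM before mixing.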
p97 inhibitor: human p97 ATPase inhibition; P55072; 220,000 tested, 0.42% active; recombinant p97 ATPase, Kinase-Glo ATP luminescence, 3 h; inhibition, % at 8 µM; in the data active = inhibition above about 15%;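 note: 0% = DMSO vehicle and 100% = wells lacking enzyme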
EBV gp42 block: blocks Epstein-Barr virus glycoprotein 42 binding; Q1HVG2; 220,000 tested, 0.42% active; Fluorescence polarization binding assay, mP read-out; inhibition, % (tested at 21.74 µM); in the data active = inhibition above about 50%
Target sequence (Q1HVG2 whole entry, looked up): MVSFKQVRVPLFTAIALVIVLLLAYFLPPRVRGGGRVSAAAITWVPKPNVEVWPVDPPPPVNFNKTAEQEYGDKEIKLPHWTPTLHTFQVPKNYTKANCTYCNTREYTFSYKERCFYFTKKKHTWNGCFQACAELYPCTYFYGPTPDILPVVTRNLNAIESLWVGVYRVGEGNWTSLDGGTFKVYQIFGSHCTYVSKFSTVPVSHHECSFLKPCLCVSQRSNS
Runt-SMMHC FRET: Runt domain-CBFb-SMMHC interaction inhibition; 220,000 tested, 0.74% active; Cerulean-Runt/Venus-CBFb-SMMHC FRET ratio 530/480, 1 h; inhibition, % at 20 µM; Q01196+Q13951;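 active = mean inhibition across duplicate retests at 20 µM reaching about 50%, limit read from the data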;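 note: 0% = DMSO wells and 100% = wells with excess untagged CBFb-SMMHC; inhibitors lower the FRET ratio by blocking Runt binding to CBFb-SMMHC; some results filed as inactive read as strong as hits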
Target sequence (Q01196 whole entry, looked up, the tested form may be a part): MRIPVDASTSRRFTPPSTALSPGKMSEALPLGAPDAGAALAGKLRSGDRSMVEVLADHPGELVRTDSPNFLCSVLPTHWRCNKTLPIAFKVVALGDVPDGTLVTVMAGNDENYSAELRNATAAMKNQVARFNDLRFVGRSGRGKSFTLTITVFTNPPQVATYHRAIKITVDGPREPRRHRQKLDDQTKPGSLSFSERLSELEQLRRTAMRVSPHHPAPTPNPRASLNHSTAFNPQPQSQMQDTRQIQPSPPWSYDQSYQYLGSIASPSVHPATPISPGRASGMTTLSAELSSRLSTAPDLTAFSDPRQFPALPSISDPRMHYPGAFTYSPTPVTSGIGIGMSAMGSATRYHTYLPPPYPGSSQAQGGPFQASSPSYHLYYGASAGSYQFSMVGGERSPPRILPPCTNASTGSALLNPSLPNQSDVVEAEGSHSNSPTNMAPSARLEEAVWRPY
Target sequence (Q13951 whole entry, looked up, the tested form may be a part): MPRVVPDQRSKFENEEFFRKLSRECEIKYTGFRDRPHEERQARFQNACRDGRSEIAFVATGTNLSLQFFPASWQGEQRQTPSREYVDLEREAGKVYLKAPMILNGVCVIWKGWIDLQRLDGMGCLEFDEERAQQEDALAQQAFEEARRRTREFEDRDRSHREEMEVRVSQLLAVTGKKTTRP
Runt-CBFb FRET: inhibitors of human RUNX1 Runt domain binding to CBFb; Q01196+Q13951; Cerulean-Runt/Venus-CBFb FRET ratio 530/480, 1 h; inhibition, % at 20 µM; 220,000 tested, 0.46% active;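 active = inhibition over about 50% at 20 µM in the single-dose screen, limit read from the data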;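 note: 0% = DMSO wells and 100% = excess unlabeled CBFb competitor control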
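test system = Cerulean-tagged RUNX1 Runt domain (FRET donor) fusion protein | reagent = Venus-CBFb binding partner, 100 nM | incubation = protein complex preformed 1 h, compound exposure 1 h, room temperature, dark | detection = FRET fluorescence | read-out basis = loss of energy transfer signal | controls = 5 µM unlabeled CBFb as full-inhibition high control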
m-calpain inh: blocks pig calpain II enzyme activity. purified calpain II, fluorogenic peptide substrate, 30 min. inhibition, % at 16 µM. 220,000 tested, 0.37% active. AID 1236;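 active = inhibition above about 50%, limit read from the data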
Tb hexokinase: blocks Trypanosoma brucei hexokinase 1 activity | recombinant TbHK1, G6PDH-coupled NADH A340 | inhibition, % at 10 µM | 220,000 tested, 0.11% active | AID 1430;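 active = inhibition of 50% or more in the single-dose primary screen; inactive = inhibition below 50%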
Furin inhibitor: inhibitors of human furin. purified furin, fluorogenic substrate cleavage. inhibition, % at 30 µM. 220,000 tested, 0.061% active; in the data active = inhibition above about 25%; note: inactives centre near -15
p47phox inh: p47phox (human) inhibition. p47phox/p22phox peptide binding, fluorescence polarization, 2 h. 220,000 tested, 0.53% active. inhibition, % at 24.7 µM. P14598;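 active = inhibition above about 30%, limit read from the data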;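 note: 0% = p47phox with labelled peptide and 100% = labelled peptide alone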
The depositor's hits bear a star; . = no result given; [ ] = dose if it differs, or a comment.

SMILES	RBBP9 inhibitor	p97 inhibitor	EBV gp42 block	Runt-SMMHC FRET	Runt-CBFb FRET	m-calpain inh	Tb hexokinase	Furin inhibitor	p47phox inh
COC(=O)c1ccccc1NC(=O)c1c(Br)cnn1C	-12.5	4.2	-22.1	2.2	-1.6	-7.4	-1.5	-8.8[20 µM]	0.8
CCCn1c(SCC(=O)N2CCc3ccccc32)nnc1-c1ccncc1	-2.8	0.2	-27.6	2.5	-1.2	-7.0	5.6	-16.2	-17.1
Cc1nc(C)n(CC(O)COc2ccc3ccccc3c2)n1 (stereo not drawn)	-3.3	0.8	0.7	-2.0	1.1	-4.0	-1.0	-19.7[20 µM]	-6.3
O=c1c2ccccc2nnn1CSc1nnc(-c2cccc(S(=O)(=O)N3CCCCC3)c2)o1	-2.7	5.8	-3.5	-7.1	-0.4	6.8	-3.0	-19.2[20 µM]	-25.3
CCOc1cc(CNc2ccccc2SC)ccc1O	1.9	5.9	2.0	4.1	2.9	-2.9	-6.0	-30.4[20 µM]	-5.8
CCCn1c(/C=C/c2ccccc2)nc2ccccc21	0.7	-8.7	-6.6	-7.1	-3.6	-224.4	-41.1	14.7[20 µM]	-9.1
COCCn1c(SCC(=O)Nc2cc(Cl)ccc2OC)nc2c(c1=O)SC(C)C2 (stereo not drawn)	-6.2	-8.9	-17.6	0.4	-2.9	18.0	-37.9	-1.2	-6.7
COc1ccc(C(C)=O)cc1COc1ccc(F)cc1	5.4	-0.8	-12.3	-5.4	-1.1	4.4	-2.1	-24.5	-7.6
CC12CN3CCN(CC(C3)C1(O)CN1CCOCC1)C2 (stereo not drawn)	-3.2	-0.7	10.5	1.6	-2.3	15.0	7.2	-6.4	-4.1
O=C1/C(=C/c2ccccn2)SC(=S)N1NS(=O)(=O)c1ccccc1	-9.6	-0.2	2.6	-3.5	.	-18.7	-4.3	-31.1	-5.4
CCOC(=O)CC1=C(C(=O)OCC)C(c2cc(OC)c(OC)cc2OC)C(C#N)=C(N)O1 (stereo not drawn)	-6.0	4.2	4.7	-1.3	-0.8	8.2	-14.5	-3.2[20 µM]	-10.0
CCN(CC)S(=O)(=O)c1ccc(F)cc1	5.9	2.6	-13.0	0.5	-1.4	6.0	7.1	-16.7[20 µM]	-2.3
CNC(=O)/C(C#N)=C/c1c(N(Cc2ccccc2)Cc2ccccc2)nc2c(C)cccn2c1=O	-11.9	-2.1	-26.3	115.1*	62.4*	19.6	-16.8	-4.0	-6.4
COc1cc(CNCCCN2CCOCC2)c(Br)cc1OCC(=O)Nc1ccccc1C	-3.7	1.0	2.8	0.0	-0.3	-0.5	3.4	-22.2	-3.7
CCN(CC)c1ccc(/C=N/N2CCN(Cc3ccccc3)CC2)c(O)c1	-2.0	-3.1	-2.6	1.6	2.8	19.5	-11.4	0.6	-5.2
O=c1c(-c2ccc(Cl)cc2)[n+]([O-])c2ccccc2n1OCc1nc2ccccc2[nH]1	-6.6	7.4	-19.8	-1.7	-10.2	-8.6	-30.5	-9.2	-6.2
CC(=NCCCN(C)C)C1=C(O)c2ccccc2C1=O	-0.7	-0.5	7.4	-4.8	0.5	15.2	-32.2	-16.0[20 µM]	1.9
C=CC(C)(C)c1[nH]cnc1/C=C1\NC(=O)C(C(C)C)NC1=O (stereo not drawn)	.	.	-14.9	-1.6	1.0	-15.9	-54.2	-28.5	-0.6
CC(CCc1ccccc1)NC(=S)NC(=O)c1ccco1 (stereo not drawn)	-3.7	0.5	0.1	-2.8	-0.1	-5.9	-2.7	10.4	-20.3
CCc1ccc(OCC(=O)N2CCN=C2c2ccccc2)cc1	-1.0	-6.5	-8.0	0.5	1.5	-12.6	-1.5	-15.3[20 µM]	5.2
Cc1nc(=O)c(-c2ccccc2)c(C)n1-c1ccccc1C(=O)O	-0.5	-1.3	-19.6	2.3	-2.2	-31.0	1.6	-19.2[20 µM]	-6.1
CC1=NN(c2ccc(C(F)(F)F)cn2)C(=O)C1	-2.9	-1.8	2.2	0.6	-3.4	-4.3	-0.7	-8.8	-2.6
Cc1[nH]c(=O)[nH]c(=O)c1S(=O)(=O)N1CCCC(C(=O)NCc2ccco2)C1 (stereo not drawn)	-4.3	-2.5	-9.9	1.3	1.6	-30.4	-4.3	-10.5[20 µM]	-2.3
CCOC(=O)C1=NN(C(C)=O)C2(CC(=O)N(c3cccc(C)c3)C2=O)C1 (stereo not drawn)	1.9	4.4	-13.9	3.4	2.1	-2.4	1.2	-22.2	-6.5
COc1ccc(OC(C)=O)c(C2c3cc(OC)c(OC)cc3CCN2C(C)=O)c1 (stereo not drawn)	-7.4	0.2	-4.7	2.3	-1.3	22.9	-5.7	-23.0	3.6
CC(=O)Nc1ccc(S(=O)(=O)N(Cc2ccccc2)C(C)C)cc1	-4.4	-4.7	-12.1	-2.7	.	-15.7	2.6	-11.6[20 µM]	-16.9
CC1CN(C(=O)COC(=O)c2cc(Cl)ccc2Cl)CC(C)O1 (stereo not drawn)	-14.8	-5.8	-8.8	-2.0	-0.7	11.8	1.8	-9.5	-14.2
NC(=O)CSc1nc(-c2ccccc2)nc2c1CCCC2	-6.4	1.0	8.8	-4.6	2.7	7.6	5.4	-19.9	-5.6
CSc1ccc(/C=N/N2CCN(Cc3ccccc3)CC2)cc1	-1.4	-0.8	-24.1	-0.9	1.3	-2.1	-7.6	-15.7	0.6
COc1ccc(-c2nc(C#N)c(NCC3CCCO3)o2)cc1 (stereo not drawn)	-2.3	-0.4	-11.0	3.7	2.0	-415.8	-9.1	-29.6[20 µM]	-12.0

Shown with each value named: part of the list above
> COc1ccc(OC(C)=O)c(C2c3cc(OC)c(OC)cc3CCN2C(C)=O)c1 (stereo not drawn)
  RBBP9 inhibitor = -7.4 | p97 inhibitor = 0.2 | EBV gp42 block = -4.7 | Runt-SMMHC FRET = 2.3 | Runt-CBFb FRET = -1.3 | m-calpain inh = 22.9 | Tb hexokinase = -5.7 | Furin inhibitor = -23.0 | p47phox inh = 3.6

> COc1ccc(-c2nc(C#N)c(NCC3CCCO3)o2)cc1 (stereo not drawn)
  RBBP9 inhibitor = -2.3 | p97 inhibitor = -0.4 | EBV gp42 block = -11.0 | Runt-SMMHC FRET = 3.7 | Runt-CBFb FRET = 2.0 | m-calpain inh = -415.8 | Tb hexokinase = -9.1 | Furin inhibitor = -29.6[20 µM] | p47phox inh = -12.0

The results go on:
SMILES	RBBP9 inhibitor	p97 inhibitor	EBV gp42 block	Runt-SMMHC FRET	Runt-CBFb FRET	m-calpain inh	Tb hexokinase	Furin inhibitor	p47phox inh
CC(C)(C)NC(=O)CN(C(=O)c1csnn1)c1ccccc1-c1ccccc1	-4.9	-2.0	10.7	.	.	-25.2	-9.8	-16.0	1.0
COc1cccc(Nc2c(F)c(OC)c(F)c(F)c2C(=O)O)c1	-10.6	-1.4	-12.0	-6.5	-0.2	-44.3	-1.6	-14.6	1.1
CCOC(=O)C1=C(CN2CCN(CCC#N)CC2)NC(=O)NC1c1ccc2c(c1)OCO2 (stereo not drawn)	-8.6	-0.1	3.1	2.3	0.3	-17.8	4.7	-22.2	0.7
CCOc1ccc(/C=C2/Sc3ccc(C(=O)N4CCN(C(=O)c5ccco5)CC4)cc3N(C)C2=O)cc1OC	-2.4	1.2	-6.2	-1.2	-7.8	-19.2	-12.3	-9.9	-8.0
C=CCn1c(SCC(=O)O)nnc1-c1ccccc1	-7.5	1.7	-11.3	1.7	-1.1	16.9	-4.3	-17.9[20 µM]	-5.6
CC1(C)CC(c2csc(N)n2)CCO1 (stereo not drawn)	6.4	-0.1	-9.4	-0.4	1.4	-1.9	1.1	-18.3	-6.5
S=c1nc(SCc2ccccc2)[nH]c2ccccc12	-2.0	3.6	-19.2	2.7	8.7	-14.7	-10.1	-9.6	-0.5
COc1ccc(OC)c(C2CC(=O)C(C)C(c3cc(OC)ccc3OC)N2)c1 (stereo not drawn)	-9.7	-1.3	-9.6	-1.2	1.5	1.2	-10.4	-20.2[20 µM]	-12.1
Cc1ccccc1C(=O)Nc1ccc(Cl)cn1	-9.2	3.6	-4.3	1.6	-1.4	2.5	4.0	-24.6	0.9
O=C(Nn1cnc2ccccc2c1=O)c1cccc(Cl)c1	5.2	-0.2	-12.6	-4.2	-22.4	-5.2	-3.5	-19.6	3.5
C=CCN=C1CC(C)(C)CC(=O)/C1=C(\O)CCCN1C(=O)c2ccccc2C1=O	-3.0	-1.9	-6.4	-0.7	0.7	30.8	-1.3	-11.0	-1.4
O=C(CCCN1C(=O)c2cccc3cccc(c23)C1=O)N1CCN(c2ccccc2)CC1	-4.0	-1.0	4.6	-10.6	-2.8	-5.0	-10.3	-13.8	-7.7
CC(C)(C)NC(=O)C(c1ccccc1)N(Cc1ccco1)C(=O)c1csnn1 (stereo not drawn)	-8.6	5.4	-11.9	5.3	-0.2	1.7	-3.4	-30.2	-11.8
CCCCNC(=O)c1cc(C)nn1-c1ccccc1	-4.3	5.0	-8.6	1.9	1.1	-13.5	-6.1	-21.6	-15.2
COc1ccc(NC(=O)C(CC(C)C)NC(=O)c2ccccc2C)cn1 (stereo not drawn)	-9.0	4.9	-0.4	3.0	0.8	-11.8	17.5	-25.4	-0.7
Cc1ccccc1NC(=O)CSc1nc2c(c(-c3ccco3)c1C#N)CCCC2	-4.5	1.5	-11.8	-1.6	0.4	-20.0	20.0	-10.3	-17.6
COc1ccc(C(=O)Nc2nnc(C(F)(F)F)s2)cc1	-2.8	1.2	-6.4	-11.8	-2.0	22.4	-2.1	-0.2	-5.1
Oc1ccc(-n2cccc2/C=N/n2cnnc2)cc1	-1.6	5.4	-18.7	2.1	0.8	-22.9	-29.6	-13.9	4.7
CSc1cccc(NC(=O)CCCOc2ccc(Cl)cc2Cl)c1	-1.5	3.5	-6.4	0.9	-2.9	7.2	-2.5	-23.6	-10.2
Cc1ccc(-n2nnc3c(=O)n(Cc4ccccn4)cnc32)cc1C	2.2	2.1	-1.4	-0.1	0.0	-17.4	-7.2	-11.7	3.3
CC(=O)NC(CCS(C)(=O)=O)C(=O)Nc1ccc2c(c1)OCCO2 (stereo not drawn)	-10.8	-11.0	-6.9	-3.5	-3.2	-18.1	2.4	12.5[20 µM]	-3.9
CC1CC(C)(C)NC(=S)N1CCC(=O)Nc1ccc2c(c1)OCCO2 (stereo not drawn)	-1.0	3.7	4.9	-0.7	0.5	-19.4	-0.8	-25.7	1.0
O=C(CNC1CCCCCC1)Nc1ccccc1N1CCCCC1	2.9	-4.1	1.2	-5.9	.	-0.5	7.6	-11.5[20 µM]	-6.4
CC1CCc2cc(F)ccc2N1C(=O)CN1C(=O)c2ccccc2C1=O (stereo not drawn)	-9.7	-4.5	-2.4	2.1	-1.6	-6.6	3.4	-56.0[20 µM]	-8.2
COc1cccc(CNC(=O)CN2CCC(c3nc4ccc(C)cc4[nH]3)CC2)c1	-3.2	-1.9	-23.7	1.9	-0.7	17.2	0.0	-33.9	-3.3
COc1ccc(-n2ncc3c(=O)n(Cc4c(F)cccc4Cl)cnc32)cc1	-9.2	3.9	-7.5	-1.4	0.0	-27.3	1.6	-18.6	-1.6

Entries of single compounds, looked up by structure. Screens in order: RBBP9 inhibitor | p97 inhibitor | EBV gp42 block | Runt-SMMHC FRET | Runt-CBFb FRET | m-calpain inh | Tb hexokinase | Furin inhibitor | p47phox inh
COc1ccc(-n2ncc3c(=O)n(Cc4c(F)cccc4Cl)cnc32)cc1 across the screens: -9.2 | 3.9 | -7.5 | -1.4 | 0.0 | -27.3 | 1.6 | -18.6 | -1.6
COc1cccc(CNC(=O)CN2CCC(c3nc4ccc(C)cc4[nH]3)CC2)c1 across the screens: -3.2 | -1.9 | -23.7 | 1.9 | -0.7 | 17.2 | 0.0 | -33.9 | -3.3
